Bioassay records: PubChem BioAssay, several laboratories
NOD2-RIPK2 inh = NOD2-RIPK2 binding disruptors in cells, primary screen, fluorescence, CHO cells, BLA complementation. Receptor-interacting serine/threonine-protein kinase 2 (Homo sapiens), O43353. CCF4 ratio. inhibition, % at 4.98 µM. hit rate 0.38% among 360,000. AID 624267, 2012; in the data active = inhibition above about 21%;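 also: 0% = vehicle only and 100% = reference blocker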
ABHD5 PLIN5 PPI = ABHD5-PLIN5 interaction inhibitors, primary screen, cell lysate, split luciferase complementation, luminescence; Split G. princeps luciferase complementation, 4 h; hit rate 0.78% among 360,000; AID 602281, 2012; Perilipin-5 (Homo sapiens) + 1-acylglycerol-3-phosphate O-acyltransferase ABHD5 (Homo …; inhibition, % at 4 µM;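 active = inhibition above the mean inhibition across every tested compound plus 3 SD, cut at about 22% in these data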;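 also: 0% = DMSO only wells and the 100% control is not disclosed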
Target sequence (Q00G26 whole entry, looked up): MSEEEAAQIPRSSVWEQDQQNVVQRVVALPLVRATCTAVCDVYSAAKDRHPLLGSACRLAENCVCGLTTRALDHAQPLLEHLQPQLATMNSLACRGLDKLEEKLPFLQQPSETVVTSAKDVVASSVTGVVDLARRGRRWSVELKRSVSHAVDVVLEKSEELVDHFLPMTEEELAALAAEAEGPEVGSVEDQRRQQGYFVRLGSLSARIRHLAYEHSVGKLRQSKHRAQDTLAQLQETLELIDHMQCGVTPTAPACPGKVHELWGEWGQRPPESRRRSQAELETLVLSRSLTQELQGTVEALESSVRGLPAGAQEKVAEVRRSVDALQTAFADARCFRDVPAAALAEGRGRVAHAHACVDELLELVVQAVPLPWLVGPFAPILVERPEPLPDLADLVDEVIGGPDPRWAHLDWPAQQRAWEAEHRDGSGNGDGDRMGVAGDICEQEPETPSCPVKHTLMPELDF
Target sequence (Q8WTS1 whole entry, looked up): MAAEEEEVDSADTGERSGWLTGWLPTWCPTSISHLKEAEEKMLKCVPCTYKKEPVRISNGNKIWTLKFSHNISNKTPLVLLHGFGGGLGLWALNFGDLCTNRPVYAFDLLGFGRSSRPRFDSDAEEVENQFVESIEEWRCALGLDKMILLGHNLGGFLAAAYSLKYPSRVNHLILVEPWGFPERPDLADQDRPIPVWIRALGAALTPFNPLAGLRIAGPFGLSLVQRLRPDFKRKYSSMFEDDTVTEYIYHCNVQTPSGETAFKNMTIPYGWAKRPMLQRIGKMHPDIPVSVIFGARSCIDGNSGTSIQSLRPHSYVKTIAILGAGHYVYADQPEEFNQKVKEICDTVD
MC4R ag barr = MC4R agonists recruiting beta-arrestin, primary screen, cell-based, luminescence, agonist arm of biased-ligand search; Melanocortin receptor 4 (Homo sapiens), P32245; U2OS MC4R beta-arrestin complementation; percent of melanotan II response, DMSO zero; activation, % at 8.9 µM; hit rate 0.98% among 360,000;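 active = activation above a per-plate cutoff, the mean activation of sample wells on that plate plus 3 SD, cut at about 8% in these data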
HTR2A ag = mouse Htr2a agonists via beta-arrestin recruitment, primary screen, cell-based, luminescence. 5-hydroxytryptamine receptor 2A (Mus musculus), P35363. CHO-K1 mHTR2A beta-arrestin complementation; percent of 30 µM serotonin response. activation, % at 7.6 µM. hit rate 0.66% among 360,000. AID 624169, 2012;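 active = activation above a run cutoff, the mean activation of all tested compounds plus 3 SD, cut at about 14% in these data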;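 also: 0% = plate median of compound wells and 100% = 30 µM serotonin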
Glyco luc inh = increase of ERlucT glycosylation luciferase signal, primary screen, N-linked glycosylation inhibitor project, D54 ERlucT cells, luminescence, set 2 | reporter increase, % at 12.5 µM | hit rate 0.23% among 360,000 | D54 ERlucT glycosylation luciferase reporter, 24 h; percent of 100 nM tunicamycin response | AID 588692, 2011;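 active = mean luciferase reporter signal, scaled so untreated is 0 and the glycosylation-blocking control 100, at or above a set limit in every replicate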;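 also: luciferase carries N-glycosylation sites so blocking glycosylation raises the light; 0% = median of neutral control wells and 100% = median of 100 nM tunicamycin wells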
TLR9-MyD88 inh = inhibitors of TLR9-MyD88 association in cells, primary screen, cell-based, CHO, BLA complementation, fluorescence | Toll-like receptor 9 (Homo sapiens) + Myeloid differentiation primary response protein … | hit rate 0.21% among 340,000 | CCF4 FRET ratio | inhibition, % at 4.98 µM;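 active = inhibition above the mean over all tested compounds plus 3 SD, cut at about 21% in these data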;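 also: 0% = DMSO only wells and 100% = clavulanate BLA inhibitor control wells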
MC4R antag cAMP = MC4R antagonists of cAMP signaling, primary screen, cell-based, TR-FRET, antagonist arm of biased-ligand search; Melanocortin receptor 4 (Homo sapiens), P32245; MC4R-expressing cells, MTII-stimulated cAMP, LANCE TR-FRET; inhibition, % at 6.5 µM; hit rate 0.48% among 360,000; AID 540295, 2011;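 active = inhibition above its plate's cutoff, the mean of tested wells on that plate plus 3 SD, cut at about 29% in these data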;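 also: 0% = Melanotan II alone and 100% = Melanotan II plus saturating MCL0020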
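Material – human MC4R-expressing U2OS cells · Repeats – no replicates · Detection – TR-FRET with Eu-cAMP and labeled anti-cAMP, 671 nm · Times – compound 30 min, challenge 1 h, detection 1 h · Compound – single nominal compound dose of 6.5 µM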
Cardio protect = cardioprotection against H2O2-induced cell death, primary screen, uHTS, H9c2 cells, ATPLite luminescence; hit rate 0.63% among 360,000; H9c2 cardiomyocytes, H2O2 injury protection, 2 h; protection from H2O2 cell death, % at 20 µM; AID 588492, 2011;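 active = compounds giving at least 50% protection of heart cells from peroxide-induced death in the single-dose screen, raw or plate-pattern-corrected value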;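 also: 0% = DMSO wells with peroxide and 100% = DMSO wells without peroxide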
ABCB6 inh 2 = ABCB6 transporter inhibitors, primary screen, K562-ABCB6 cells, flow cytometry, MLPCN library; ATP-binding cassette sub-family B member 6 (Homo sapiens), Q9NP58; K562-ABCB6 porphyrin accumulation, 1 h; hits give low values; fluorescence ratio to DMSO, % at 10 µM; hit rate 0.19% among 360,000; AID 602162, 2011;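 active = fluorescence ratio to DMSO below 75%, the collection mean minus 3 SD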;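 also: signal is porphyrin accumulated inside mitochondria; 100% equals median channel fluorescence of DMSO control wells; lower ratio means ABCB6 inhibition with less porphyrin fluorescence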
NCOA2 inhibitor = inhibition of GAL4-SRC2 driven luciferase reporter, primary screen, SRC2 inhibitor project, cell-based, luminescence | Nuclear receptor coactivator 2 (Homo sapiens), Q15596 | HEK293 GAL4-SRC2 luciferase reporter | inhibition, % at 9 µM | hit rate 0.17% among 370,000;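 active = inhibition above the mean inhibition of all tested compounds plus 3 SD, set per campaign, cut at about 52% in these data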;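 also: 0% = DMSO treated cells and 100% = cells given Gossypol at 36 µM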
The depositor's hits bear a star; / = not tested or not shown.

Each structure is followed by: NOD2-RIPK2 inh	ABHD5 PLIN5 PPI	MC4R ag barr	HTR2A ag	Glyco luc inh	TLR9-MyD88 inh	MC4R antag cAMP	Cardio protect	ABCB6 inh 2	NCOA2 inhibitor
- CC1(C(=O)NC2CCCC2)CCC(=O)N1CCc1c[nH]c2ccccc12 (stereo not given)
  -21	4	/	5	-1	/	/	-1	92	10
- CCc1nn2c(=O)cc(CSCC(=O)Nc3ccccc3F)nc2s1
  -6	-9	-2.2	-3	3	-9	19	-2	103	/
- COc1ccc(CC(=O)N2N=C(c3ccncc3)CC2(O)C(F)(F)F)cc1 (stereo not given)
  2	2	-2.2	-1	16	8	-18	0	97	10
- Cc1[nH]n(-c2ccccc2)c(=O)c1N=Nc1ccccc1C(=O)N1CCCCC1
  -12	-5	-0.6	-4	-1	2	-5	-7	96	3
- COc1ccc(CNC(=O)C2CC(C)=CCC2C(=O)O)cc1 (stereo not given)
  -1	-1	0.2	3	0	-9	-2	-9	95	-3
- COc1c(Cl)cc(-c2noc(C)c2C(=O)NC(C)C)cc1Cl
  -1	-5	2.4	-6	1	-18	2	0	93	-11
- CCOc1ccc(Cn2c3ccc(OC)cc3c3nc4ccccc4nc32)cc1OC
  -3	-7	28*	-3	2	-4	7	11	110	11
- c1ccc(CCNc2nc(-c3ccccn3)nc3ccccc23)cc1
  -4	7	-0.1	-16	24	-4	14	15	94	-18
- O=S(=O)(Nn1cnnc1)c1ccc2ccccc2c1
  -2	-2	2.6	8	3	-2	-2	-5	98	13
- CCN(CC)S(=O)(=O)c1ccc(N2CCCCC2)c(NC(=O)C2CSC3(C)CCC(=O)N23)c1 (stereo not given)
  1	5	-2.0	-4	-4	-2	1	38	91	-3
- Cc1ccc(S(=O)(=O)CC(O)COc2ccc(F)cc2Cl)cc1 (stereo not given)
  1	3	-0.2	-3	0	-2	10	-3	90	1
- COc1ccc2[nH]c(=O)c(CNC3CCCCC3)cc2c1
  0	7	0.8	7	-1	-5	-3	57*	100	-27
- CCc1ccc(NC(=O)c2c(Cl)nc(C)c(Cl)c2C)cc1
  3	-4	5.2	1	0	-5	-8	-7	100	6
- O=C(NN1C(=O)C2C3C=CC(C4CC34)C2C1=O)c1ccccc1Cl (stereo not given)
  -11	5	1.1	11	-2	-3	-4	10	103	-16
- COc1cc(/C=N/NC(=O)c2ccccc2O)ccc1OCC(=O)Nc1ccccc1
  -5	1	0.8	2	-4	2	0	78*	96	-48
- CCOC(=O)c1c(SCCN2CCCCC2)n(-c2ccccc2)c(=S)n(-c2ccccc2)c1=O
  5	12	-3.9	-3	4	-9	23	-16	96	-4
- CCOC(=O)c1nn(-c2ccc(C)cc2)cc1O
  -13	1	-0.4	-8	-8	-13	-1	-14	101	-61
- CC(C)=C(NC(=O)c1ccccc1Br)C(=O)NCCc1nc2ccccc2[nH]1
  9	-2	0.3	2	1	3	1	1	100	-16
- CCOC(=O)c1ccc(S(=O)(=O)N2CCN(CC3CC=CCC3)CC2)cc1 (stereo not given)
  -2	-2	-1.2	4	-1	3	4	-4	100	-10
- COC(=O)C[C@H]1c2ccccc2S(=O)(=O)N1c1cccc(OC)c1
  -8	9	-0.9	-2	0	3	9	-2	104	2
- COc1ccc(-c2nnc3ccc(SCC(=O)N4CCOCC4)nn23)cc1
  -11	-6	-0.5	-1	0	/	15	8	99	-10
- CCCc1nnc(NC(=O)CCC(=O)N2CCN(Cc3cc(F)ccc3OC)CC2)s1
  13	-4	-3.2	-1	-1	2	1	-2	93	12
- COc1ccccc1CN1C(=O)CCC1(C)C(=O)NC1CCCCCC1 (stereo not given)
  -4	1	-2.6	0	-2	2	1	-1	93	-21
- CC1CCN(C(=O)CCC(=O)N2CC(C)Oc3ccccc32)CC1 (stereo not given)
  10	-1	0.1	4	0	-4	9	-7	96	-4
- COc1ccc(-c2coc3cc(O)c(OC)cc3c2=O)cc1
  -11	13	-0.4	8	1	3	5	-11	94	-83
- O=C(CCC(=O)Nc1ccccc1)N/N=C/c1ccco1
  -6	5	-2.5	-1	4	-8	2	8	87	-4
- O=C(c1cccs1)N1CCc2ccccc2C1
  0	-3	0.5	-1	1	-3	3	5	103	-38
- CC(OC(=O)c1cccc(-n2cnnn2)c1)C(=O)NCc1ccccc1 (stereo not given)
  5	-1	-2.9	2	2	12	4	4	98	-1
- CCOC(=O)Cn1nc(C)c(NC(=O)c2ccc(Cl)c([N+](=O)[O-])c2)c1C
  -7	11	1.4	8	-3	7	16	0	79	-37
- CCN(CC)S(=O)(=O)c1ccc(Cl)c(NC(=O)COC(=O)c2cc(-c3ccccc3Cl)nc3ccccc23)c1
  -3	-7	-1.8	1	2	-2	5	-2	87	12
- CCCn1c(CN2CCN(c3cccc(Cl)c3)CC2)nc2c1c(=O)n(C)c(=O)n2C
  2	9	1.2	5	-2	-5	9	-23	101	-7
- Cc1ccc(N=Cc2sc(O)c3ccccc23)cc1
  -5	-11	-0.8	9	-4	19	8	3	95	-40
- Cc1ccc(C(=O)NNC(=O)c2cccc(S(=O)(=O)N3CCOCC3)c2)cc1
  2	-1	-1.8	2	1	-4	-1	2	93	-8
- COc1ccc(CN(C)C(=O)c2cccc(S(=O)(=O)N3CCCc4ccccc43)c2)c(OC)c1OC
  1	2	1.4	-1	-5	0	10	-3	90	32
- Cc1ccc(NC(=O)N2CCC(C(=O)NCc3ccccc3)CC2)cc1
  -13	6	-1.1	-5	2	5	3	-3	105	-26
- Cc1ccc(C)c(OCCC(=O)N2CCN(S(=O)(=O)c3ccc([N+](=O)[O-])cc3)CC2)c1
  7	1	1.0	5	-4	-3	11	6	97	9
- O=C(N/N=C/c1coc2ccc(Cl)cc2c1=O)c1ccc(O)cc1
  -4	9	-3.0	4	-6	-8	14	5	98	10
- COc1ccc(C2CC(c3cccs3)=NN2c2nc(-c3ccccc3)cs2)cc1OC (stereo not given)
  -10	-8	-1.3	-4	0	-5	2	8	108	12
- O=c1c2ccccc2sn1-c1cccc(Cl)c1
  1	-7	-1.2	4	0	11	2	-32	96	8
- C#CCOc1ccc(/C=C2\SC(=S)N(Cc3cccnc3)C2=O)cc1
  3	11	13*	0	-6	-5	2	-3	93	15
- Cc1cc(C)c(OCCCNC2CCCC2)c(Br)c1
  1	8	1.4	-7	-3	3	-7	0	106	-3
- OCC1(Cc2cccc(F)c2)CCN(Cc2ccc3cccc(F)c3n2)CC1
  -10	1	-2.4	-8	-2	-5	3	6	103	5
- Cn1ccc2c(N3c4ccccc4CCc4ccccc43)cc3c(c21)C1CCC3O1 (stereo not given)
  -4	-10	/	1	0	/	/	-10	105	-11
- CCC1(CC)C(=O)NC(=O)NC1=NCCc1c[nH]c2ccccc12
  -1	3	-1.6	2	2	-5	7	-1	98	-10
- CCn1c(SCC(=O)NC2CCCCC2)nnc1-c1ccccc1F
  -14	3	-0.6	-5	0	4	5	10	97	1
- COc1ccc(Cl)cc1NS(=O)(=O)c1c(C)[nH]c(=O)[nH]c1=O
  -1	5	-1.9	8	1	2	12	4	102	-16
- CN1CCN(S(=O)(=O)c2ccc(-c3noc(C4CCN(S(C)(=O)=O)CC4)n3)cc2)CC1
  8	5	-2.7	2	0	6	2	-2	104	-7
- COc1ccc(-c2nnc(-c3ccc(C)cc3)o2)cc1
  -8	5	5.0	-1	-4	6	4	-15	102	-66
- CC(=O)Nc1ccc(NC(=O)CCNC(=O)c2ccccc2Cl)cc1
  -6	-4	0.3	4	0	-3	-4	0	93	-1
- COc1cccc(NC(=O)Nc2c(C)n(C)n(-c3ccccc3)c2=O)c1
  1	-9	-1.4	3	-1	7	5	8	99	-8
- Clc1ccc(Cn2cccc2C2=NCCO2)cc1
  -6	4	-0.1	3	-2	7	10	8	91	-4
- CCOC(=O)c1[nH]c2ccc(OC)cc2c1NC(=O)c1ccccc1C(=O)O
  0	0	-1.2	13	1	-2	-17	-4	98	-28
- COc1ccc(CNC(=O)COC(=O)C(CCSC)NC(=O)c2ccco2)cc1OC (stereo not given)
  -13	-11	-1.9	9	0	4	18	-5	98	-31

Reformatted field by field: part of the list above.
> CCC1(CC)C(=O)NC(=O)NC1=NCCc1c[nH]c2ccccc12
  NOD2-RIPK2 inh: -1; ABHD5 PLIN5 PPI: 3; MC4R ag barr: -1.6; HTR2A ag: 2; Glyco luc inh: 2; TLR9-MyD88 inh: -5; MC4R antag cAMP: 7; Cardio protect: -1; ABCB6 inh 2: 98; NCOA2 inhibitor: -10

> CCn1c(SCC(=O)NC2CCCCC2)nnc1-c1ccccc1F
  NOD2-RIPK2 inh: -14; ABHD5 PLIN5 PPI: 3; MC4R ag barr: -0.6; HTR2A ag: -5; Glyco luc inh: 0; TLR9-MyD88 inh: 4; MC4R antag cAMP: 5; Cardio protect: 10; ABCB6 inh 2: 97; NCOA2 inhibitor: 1

> COc1ccc(Cl)cc1NS(=O)(=O)c1c(C)[nH]c(=O)[nH]c1=O
  NOD2-RIPK2 inh: -1; ABHD5 PLIN5 PPI: 5; MC4R ag barr: -1.9; HTR2A ag: 8; Glyco luc inh: 1; TLR9-MyD88 inh: 2; MC4R antag cAMP: 12; Cardio protect: 4; ABCB6 inh 2: 102; NCOA2 inhibitor: -16

> CN1CCN(S(=O)(=O)c2ccc(-c3noc(C4CCN(S(C)(=O)=O)CC4)n3)cc2)CC1
  NOD2-RIPK2 inh: 8; ABHD5 PLIN5 PPI: 5; MC4R ag barr: -2.7; HTR2A ag: 2; Glyco luc inh: 0; TLR9-MyD88 inh: 6; MC4R antag cAMP: 2; Cardio protect: -2; ABCB6 inh 2: 104; NCOA2 inhibitor: -7

Full records as entered above:
`O=c1c2ccccc2sn1-c1cccc(Cl)c1` across the screens: NOD2-RIPK2 inh: 1; ABHD5 PLIN5 PPI: -7; MC4R ag barr: -1.2; HTR2A ag: 4; Glyco luc inh: 0; TLR9-MyD88 inh: 11; MC4R antag cAMP: 2; Cardio protect: -32; ABCB6 inh 2: 96; NCOA2 inhibitor: 8
`COc1ccc(Cl)cc1NS(=O)(=O)c1c(C)[nH]c(=O)[nH]c1=O` across the screens: NOD2-RIPK2 inh: -1; ABHD5 PLIN5 PPI: 5; MC4R ag barr: -1.9; HTR2A ag: 8; Glyco luc inh: 1; TLR9-MyD88 inh: 2; MC4R antag cAMP: 12; Cardio protect: 4; ABCB6 inh 2: 102; NCOA2 inhibitor: -16

These rows are one share of the data; the hit share may differ from the screen's.
